High-throughput results from PubChem BioAssay.
TEAD-YAP inh: TEAD-YAP interaction inhibition, primary screen, TEAD-YAP interaction inhibitor project, luminescence, HEK-TIYL cells; TEAD-Gal4/YAP UAS-luciferase luminescence; inhibition, % at 9.12 µM; 640,000 compounds, 1.4% hits; in the data active means inhibition above about 32%;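 further: 0% = median of test compound wells and 100% = reference inhibitor wells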
GPR151 ag: activators of human GPR151, primary screen, cell-based, PathHunter beta-arrestin, luminescence; G-protein coupled receptor 151 (Homo sapiens), Q8TDV0; PathHunter beta-arrestin GPR151 cells; activation, % at 11.2 µM; 650,000 compounds, 1% hits; in the data active means activation above about 4.9%;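 further: 0% = median of compound wells and 100% = cells with positive control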
Target sequence (Q8TDV0 whole entry, looked up): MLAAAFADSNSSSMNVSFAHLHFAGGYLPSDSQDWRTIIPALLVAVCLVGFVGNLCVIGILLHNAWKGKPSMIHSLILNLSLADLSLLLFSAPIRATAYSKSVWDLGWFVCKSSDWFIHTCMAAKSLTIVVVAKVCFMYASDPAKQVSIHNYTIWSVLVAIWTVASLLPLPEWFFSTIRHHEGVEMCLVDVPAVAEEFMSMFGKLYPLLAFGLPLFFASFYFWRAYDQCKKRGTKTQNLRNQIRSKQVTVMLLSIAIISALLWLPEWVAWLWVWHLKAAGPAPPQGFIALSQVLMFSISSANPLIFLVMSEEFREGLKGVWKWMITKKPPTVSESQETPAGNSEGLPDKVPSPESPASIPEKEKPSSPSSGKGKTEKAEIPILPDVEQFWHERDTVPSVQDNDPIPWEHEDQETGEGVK
FBW7 act: FBW7 E3 ligase activators, primary screen, biochemical, AlphaScreen, human | F-box/WD repeat-containing protein 7 (Homo sapiens), Q969H0 | AlphaScreen FBW7–phospho-cyclin E peptide binding, activator screen | normalized activity (activation), % at 26.1 µM | 650,000 compounds, 0.13% hits | AID 1259310, 2017; in the data active means normalized activity above about 1.9%;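 further: purified mutant Fbw7 with reduced substrate affinity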
MITF primary: MITF inhibitors, primary screen, biochemical, AlphaScreen, human; Microphthalmia-associated transcription factor (Homo sapiens), O75030; AlphaScreen MITF homodimerization, bead proximity signal; inhibition, % at 2.6 µM; 650,000 compounds, 0.91% hits; AID 1259374, 2018; in the data active means inhibition above about 50%;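 further: 0% = vehicle wells with protein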
Target sequence (O75030 whole entry, looked up): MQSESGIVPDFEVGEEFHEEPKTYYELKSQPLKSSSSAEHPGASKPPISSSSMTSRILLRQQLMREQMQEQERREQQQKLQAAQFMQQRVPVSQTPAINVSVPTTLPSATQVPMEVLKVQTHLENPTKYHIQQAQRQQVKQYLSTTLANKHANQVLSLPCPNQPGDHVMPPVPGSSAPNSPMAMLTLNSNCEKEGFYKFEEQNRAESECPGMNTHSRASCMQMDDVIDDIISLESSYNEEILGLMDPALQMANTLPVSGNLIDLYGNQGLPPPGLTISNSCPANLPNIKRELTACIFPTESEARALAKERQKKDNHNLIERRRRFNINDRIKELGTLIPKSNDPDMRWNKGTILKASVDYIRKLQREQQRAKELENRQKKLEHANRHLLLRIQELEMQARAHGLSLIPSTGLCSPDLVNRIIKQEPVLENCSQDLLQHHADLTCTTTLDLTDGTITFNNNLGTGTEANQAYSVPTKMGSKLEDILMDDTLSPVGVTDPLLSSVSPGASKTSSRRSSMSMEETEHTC
The depositor's hits bear a star.

Screening COC(=O)c1sccc1NC(=O)c1ccccc1Br returned TEAD-YAP inh -8, GPR151 ag 1.0, FBW7 act 0.1 and MITF primary 6.
Screening COCCCN1C(=O)/C(=C\c2ccc(OC)c(OC)c2)C(C(=O)OC)=C1C returned TEAD-YAP inh 2, GPR151 ag 0.2, FBW7 act 0.4 and MITF primary 3.
For O=C(Cc1cn(-c2ccc(N3CCc4ccccc4C3)nn2)c2ccccc12)NC1CCN(Cc2ccccc2)CC1 the results were TEAD-YAP inh -2, GPR151 ag 3.5, FBW7 act 0.1 and MITF primary 16.
Screening Cc1oc2ccc(OCC(=O)c3ccc(Br)cc3)cc2c1C(=O)OC(C)C returned TEAD-YAP inh 7, GPR151 ag 0.0, FBW7 act -0.1 and MITF primary 8.
`O=C(Nc1nnc(COc2ccc(Cl)cc2)s1)c1ccco1` gave TEAD-YAP inh -2, GPR151 ag -0.9, FBW7 act 0.2 and MITF primary -6.
Screening O=C(Cn1cc(/C=C2/C(=O)Nc3cc(Cl)ccc32)c2ccccc21)NCC1CCCO1 (stereo unspecified) returned TEAD-YAP inh 10, GPR151 ag 0.3, FBW7 act -0.2 and MITF primary -5.
For O=c1nc(SCc2ccncc2)c2c(n1CCO)CCCC2 the results were TEAD-YAP inh 5, GPR151 ag -0.3, FBW7 act -0.1 and MITF primary 10.
For COCCCNC(=O)c1c(C)nc2scc(C)n12 the results were TEAD-YAP inh -1, GPR151 ag 0.4, FBW7 act 0.6 and MITF primary 3.
For COC(=O)c1c(C)[nH]c(C(=O)OCC(=O)c2c(N)n(CC(C)C)c(=O)n(C)c2=O)c1C the results were TEAD-YAP inh -14, GPR151 ag -2.4, FBW7 act 0.0 and MITF primary 0.
For CN(C)CCOc1cc(-c2ccncc2)ccc1NC(=O)[C@@H]1Cc2ccccc2CN1 the results were TEAD-YAP inh 3, GPR151 ag -0.5, FBW7 act -0.4 and MITF primary 26.
`O=C(NNC(=S)Nc1ccccc1C(F)(F)F)c1ccccn1` gave TEAD-YAP inh -37, GPR151 ag -2.1, FBW7 act -0.8 and MITF primary 113*.
C[n+]1cc(-c2ccccc2)n2c1CCCCC2 was read as TEAD-YAP inh -3, GPR151 ag -0.2, FBW7 act 0.0 and MITF primary 2.
For CCCC(=O)Nc1cc(Cl)ccc1N1CCN(C(=O)CC)CC1 the results were TEAD-YAP inh 2, GPR151 ag -0.8, FBW7 act 0.0 and MITF primary -14.
`CC(Oc1ccc2oc(-c3ccccc3)c(C(=O)O)c2c1)C(=O)O` (stereo unspecified) gave TEAD-YAP inh -5, GPR151 ag 0.7, FBW7 act 0.0 and MITF primary 2.
Screening Cc1cc2[nH]c(=O)c(=O)[nH]c2cc1S(=O)(=O)N(C)Cc1ccccc1 returned TEAD-YAP inh 1, GPR151 ag 0.4, FBW7 act -0.3 and MITF primary 5.
For CC(C)CN(CC(C)C)S(=O)(=O)c1ccc2c(c1)CCN2C(=O)C1CCC1 the results were TEAD-YAP inh 0, GPR151 ag -0.6, FBW7 act -0.3 and MITF primary -4.
For COc1ccc(CC(=O)NNC(=O)c2ccco2)cc1 the results were TEAD-YAP inh -2, GPR151 ag -0.3, FBW7 act 0.0 and MITF primary 3.
Cc1ccc(Cl)cc1NC1=NC(=S)N(C2CCCCC2)C12CCCCC2 was read as TEAD-YAP inh -4, GPR151 ag 1.7, FBW7 act -0.2 and MITF primary 2.
For O=C(c1cccc(F)c1F)N1CCN(c2cc(N3CCCC3)c(F)cc2[N+](=O)[O-])CC1 the results were TEAD-YAP inh 6, GPR151 ag 0.6, FBW7 act 1.0 and MITF primary 22.
Screening COc1ccc(N=C2SC(C(=O)Nc3ccc4c(c3)OCO4)CC(=O)N2C)cc1 (stereo unspecified) returned TEAD-YAP inh 18, GPR151 ag 3.6, FBW7 act 0.1 and MITF primary 12.
Screening O=C1NC(=O)/C(=C\c2ccc(-c3cccc(C(F)(F)F)c3)o2)N1 returned TEAD-YAP inh 5, GPR151 ag 0.5, FBW7 act 0.0 and MITF primary -3.
Screening O=C(COC(=O)c1ccc2c(c1)OCO2)c1cccc([N+](=O)[O-])c1 returned TEAD-YAP inh -6, GPR151 ag -0.3, FBW7 act 0.0 and MITF primary -27.
CCN(CC)S(=O)(=O)c1ccc(C(=O)NCc2nnc(SCC(=O)N3CCc4ccccc43)n2-c2cccc(C)c2)cc1 was read as TEAD-YAP inh -3, GPR151 ag 0.8, FBW7 act 0.0 and MITF primary -12.
For COCCC(=O)NC(C)c1nnc2n1CCN(Cc1cc(OC)ccc1O)CC2 (stereo unspecified) the results were TEAD-YAP inh 12, GPR151 ag -1.1, FBW7 act 0.2 and MITF primary 2.
O=C(CCN1C(=O)C2C3CCC(C3)C2C1=O)OCC(=O)c1cccc([N+](=O)[O-])c1 (stereo unspecified) was read as TEAD-YAP inh -11, GPR151 ag -0.7, FBW7 act -0.1 and MITF primary 4.
`CN1C(=O)NC(=O)/C(=C/c2ccc(-c3cccc(Cl)c3)o2)C1=O` gave TEAD-YAP inh -1, GPR151 ag -0.5, FBW7 act -0.4 and MITF primary -3.
Cc1cccc(C)c1NC(=O)c1cncc(Br)c1 was read as TEAD-YAP inh -6, GPR151 ag -0.3, FBW7 act 0.4 and MITF primary 3.
`COc1ccc(CN2CCNC(=O)C2CC(=O)N(C)Cc2ccncc2C)cc1OC` (stereo unspecified) gave TEAD-YAP inh -2, GPR151 ag -1.3, FBW7 act 0.3 and MITF primary 7.
COc1cc(C=O)ccc1OCc1cccc(F)c1 was read as TEAD-YAP inh -54, GPR151 ag -1.3, FBW7 act 0.0 and MITF primary -24.
For CCOC(=O)CSc1n[nH]c(-c2ccc(Cl)cc2)n1 the results were TEAD-YAP inh 1, GPR151 ag 0.5, FBW7 act -0.1 and MITF primary -7.

Ordered by length of the SMILES (rising): some entries from above
COc1cc(C=O)ccc1OCc1cccc(F)c1 was read as TEAD-YAP inh -54, GPR151 ag -1.3, FBW7 act 0.0 and MITF primary -24.
Cc1cccc(C)c1NC(=O)c1cncc(Br)c1 was read as TEAD-YAP inh -6, GPR151 ag -0.3, FBW7 act 0.4 and MITF primary 3.
For COc1ccc(CC(=O)NNC(=O)c2ccco2)cc1 the results were TEAD-YAP inh -2, GPR151 ag -0.3, FBW7 act 0.0 and MITF primary 3.
Cc1ccc(Cl)cc1NC1=NC(=S)N(C2CCCCC2)C12CCCCC2 was read as TEAD-YAP inh -4, GPR151 ag 1.7, FBW7 act -0.2 and MITF primary 2.
Screening O=C1NC(=O)/C(=C\c2ccc(-c3cccc(C(F)(F)F)c3)o2)N1 returned TEAD-YAP inh 5, GPR151 ag 0.5, FBW7 act 0.0 and MITF primary -3.
For O=C(c1cccc(F)c1F)N1CCN(c2cc(N3CCCC3)c(F)cc2[N+](=O)[O-])CC1 the results were TEAD-YAP inh 6, GPR151 ag 0.6, FBW7 act 1.0 and MITF primary 22.
O=C(CCN1C(=O)C2C3CCC(C3)C2C1=O)OCC(=O)c1cccc([N+](=O)[O-])c1 (stereo unspecified) was read as TEAD-YAP inh -11, GPR151 ag -0.7, FBW7 act -0.1 and MITF primary 4.
CCN(CC)S(=O)(=O)c1ccc(C(=O)NCc2nnc(SCC(=O)N3CCc4ccccc43)n2-c2cccc(C)c2)cc1 was read as TEAD-YAP inh -3, GPR151 ag 0.8, FBW7 act 0.0 and MITF primary -12.

The listing continues.
Cc1cccc(Nc2nc(-c3ccccc3Cl)c3cc(Br)ccc3n2)c1 was read as TEAD-YAP inh 6, GPR151 ag 0.4, FBW7 act 0.1 and MITF primary -17.
Screening OCCC1CN(Cc2cccc(-n3cccn3)c2)CCN1Cc1ccsc1 (stereo unspecified) returned TEAD-YAP inh -9, GPR151 ag -1.4, FBW7 act -0.1 and MITF primary -13.
For COCCCNc1nc2nonc2nc1N(C)C(C)c1nc(C)sc1C (stereo unspecified) the results were TEAD-YAP inh 2, GPR151 ag 1.7, FBW7 act 0.2 and MITF primary 8.
For Cc1c(C(=O)OCCO)[n+](=O)c2ccccc2n1[O-] the results were TEAD-YAP inh 2, GPR151 ag -0.7, FBW7 act 0.1 and MITF primary 11.
Screening Cc1ccc(NC(=O)C2C3CCCC2C3c2ccccc2)cc1C (stereo unspecified) returned TEAD-YAP inh 3, GPR151 ag 1.9, FBW7 act 0.1 and MITF primary -3.
For CCc1nnc(NC(=O)c2cccc(S(=O)(=O)N3CCCCCC3)c2)s1 the results were TEAD-YAP inh -12, GPR151 ag 0.7, FBW7 act 0.5 and MITF primary 16.
`CCOC(=O)c1ccsc1NC(=O)c1ccccc1F` gave TEAD-YAP inh -7, GPR151 ag 2.8, FBW7 act 0.0 and MITF primary 2.
Screening O=C(CCN1CCN(c2ccccc2)CC1)Nc1ccccc1F returned TEAD-YAP inh -10, GPR151 ag -1.7, FBW7 act 0.2 and MITF primary 6.
`O=C(CCC1(Cc2ccco2)CCC(=O)N1)NCc1cn[nH]c1-c1ccc(Cl)cc1` (stereo unspecified) gave TEAD-YAP inh 4, GPR151 ag -0.1, FBW7 act -0.1 and MITF primary -18.
CC(=O)NC1=C(N)C(=O)c2ccccc2C1=O was read as TEAD-YAP inh 5, GPR151 ag 0.0, FBW7 act 0.1 and MITF primary 3.
`CCOC(=O)c1c(NC(NC(=O)CC)(C(=O)OC)C(F)(F)F)sc(-c2ccccc2)c1C` (stereo unspecified) gave TEAD-YAP inh 4, GPR151 ag 0.5, FBW7 act -0.1 and MITF primary -5.
For CCC(=O)Nc1nnc(SCC(=O)Nc2ccc(Br)cc2)s1 the results were TEAD-YAP inh 19, GPR151 ag 2.5, FBW7 act -0.1 and MITF primary 3.
Screening Cn1c(=O)c2c(nc3n(-c4ccc(C#N)cc4)c(-c4ccccc4)cn23)n(C)c1=O returned TEAD-YAP inh 4, GPR151 ag -0.2, FBW7 act -0.1 and MITF primary 0.
Screening CCOC(=O)N1CCC(N2CCN(Cc3ccccc3)C(CCO)C2)CC1 (stereo unspecified) returned TEAD-YAP inh 1, GPR151 ag 0.2, FBW7 act 0.2 and MITF primary 14.
Screening CCOc1ccc(/C=N\n2cnnc2)cc1OCC returned TEAD-YAP inh 4, GPR151 ag -0.8, FBW7 act 0.3 and MITF primary 11.
For O=C(CO/N=C\c1cccc([N+](=O)[O-])c1)Nc1ccccc1C(=O)O the results were TEAD-YAP inh -2, GPR151 ag -0.6, FBW7 act 0.1 and MITF primary 16.
For CN(C)CCCNC(=S)Nc1cccc(C(F)(F)F)c1 the results were TEAD-YAP inh 13, GPR151 ag 0.6, FBW7 act 0.1 and MITF primary -12.
Cc1csc(NC(=O)NC2CC(=O)N(c3ccc(F)cc3)C2)n1 (stereo unspecified) was read as TEAD-YAP inh 0, GPR151 ag -0.2, FBW7 act -0.1 and MITF primary -3.
`COc1cccc(NC(=O)CCCc2nc(-c3cccc(C)c3)no2)c1` gave TEAD-YAP inh 2, GPR151 ag 0.9, FBW7 act 0.0 and MITF primary 12.
CC1CCCN(C(=O)CSc2nnc3ncccn23)C1 (stereo unspecified) was read as TEAD-YAP inh -5, GPR151 ag 0.4, FBW7 act -0.2 and MITF primary -10.
`COc1ccc(/C=N/NC(=O)C(C)Nc2ccc(Cl)cc2)cc1OC` (stereo unspecified) gave TEAD-YAP inh 1, GPR151 ag -1.7, FBW7 act 0.1 and MITF primary 24.
Screening CC1CCN(C(=O)CSc2nnc3scc(-c4ccccc4)n23)CC1 returned TEAD-YAP inh -5, GPR151 ag 4.4, FBW7 act 0.0 and MITF primary 1.
Screening Cc1cccn2c(=O)c3cc(C(=O)NC4CCCCC4)c(=N)n(C4CCCC4)c3nc12 returned TEAD-YAP inh -4, GPR151 ag -1.3, FBW7 act 0.1 and MITF primary -13.
CC(=O)Nc1ccc(Nc2nc(-c3cccc(C(C)=O)c3)nc3c2ncn3Cc2ccc(C(F)(F)F)cc2)cc1 was read as TEAD-YAP inh -11, GPR151 ag -1.3, FBW7 act -0.1 and MITF primary -1.
`O=C(C1=C(O)C(=O)N(CCCN2CCOCC2)C1c1cccnc1)c1ccco1` (stereo unspecified) gave TEAD-YAP inh -4, GPR151 ag 1.5, FBW7 act 0.1 and MITF primary -5.
For O=C(CN(Cc1ccc(Cl)cc1)S(=O)(=O)c1ccccc1)NCCO the results were TEAD-YAP inh 6, GPR151 ag 0.5, FBW7 act 0.0 and MITF primary 13.
`O=C(Cn1cnc2sc3c(c2c1=O)CCCC3)NCCCC(=O)N1CCCCCC1` gave TEAD-YAP inh 6, GPR151 ag -1.6, FBW7 act 1.5 and MITF primary 15.
`CCc1ccc(S(=O)(=O)NCc2nc(N3CCCC3)c3cc(Cl)ccc3n2)cc1` gave TEAD-YAP inh 6, GPR151 ag -0.6, FBW7 act -0.1 and MITF primary -12.
CCC(C)(C)NC(=O)C(c1ccccc1F)N(Cc1cccnc1)C(=O)c1csnn1 (stereo unspecified) was read as TEAD-YAP inh 1, GPR151 ag -0.4, FBW7 act 0.1 and MITF primary -2.
`C/C(=N/NC(=O)c1ccoc1C)c1ccncc1` gave TEAD-YAP inh -18, GPR151 ag -7.4, FBW7 act 0.0 and MITF primary -1.
O=C(Cn1c2ccccc2c(=O)c2cc(Cl)ccc21)Nc1cc(Cl)cc(Cl)c1 was read as TEAD-YAP inh 10, GPR151 ag 3.6, FBW7 act 0.1 and MITF primary 7.
COc1ccc(Cl)cc1/C=N/NC(=O)c1cccnc1 was read as TEAD-YAP inh 14, GPR151 ag -0.7, FBW7 act -0.1 and MITF primary 1.
